# KLF5 inhibitor = suppresses KLF5 promoter-driven expression. DLD-1 KLF5 promoter-luciferase reporter, luminescence. inhibition, % at 5 µM. actives 0.23% (n = 290,000);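 active means inhibition above a per-plate limit of that plate's mean compound inhibition plus 3 SD, cut at about 60% in these data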;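 further: 0% = DMSO wells and 100% = LY294002 at 200 µM; higher means less KLF5 promoter-driven luciferase light; inactives centre near -14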
# HSP90 inh = blocks HSP90-mediated luciferase refolding in reticulocyte lysate; Rabbit reticulocyte lysate, luciferase refolding luminescence, 3 h; inhibition, % at 5.6 µM; actives 0.91% (n = 290,000); AID 1789;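 active means inhibition above the screen-wide mean plus 3 SD, computed separately per campaign, cut at about 16% in these data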;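 further: 0% = DMSO wells and 100% = 60 µM geldanamycin wells; inhibitors lower the luminescence because luciferase stays unfolded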
# HSF-1 act = increases HSF-1 driven luciferase reporter signal | actives 1.7% (n = 300,000) | activation, % at 9 µM | NIH3T3-HGL HSF-1 luciferase reporter, MG132, 8 h; 100% = twice DMSO control signal | AID 504408;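 active means mean replicate activation of at least 50% with a set share of replicates each reaching 50%; inconclusive means only one of those two conditions met; inactive means mean below 50% and too few replicates reaching it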;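 further: 0% = median of the neutral control wells and 100% = twice that signal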
# IEC-6 cytotox = kills IEC-6 intestinal cells in KLF5 counter-screen; IEC-6 cytotoxicity, luminescence viability; inhibition, % at 5 µM; actives 0.78% (n = 290,000); AID 1825; in the data active means inhibition above about 22%;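 further: 0% = plate median of test compound wells and 100% = cytotoxic reference compound wells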
# aSyn 5UTR inh = MLPCN primary screen, SNCA 5' untranslated region; alpha-synuclein 5'UTR reporter, inhibitor activity; inhibition, % (tested at 7.5 µM); actives 0.82% (n = 300,000); in the data active means inhibition above about 60%; inconclusive means no clear call, values can overlap the other calls;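 further: H4 neuroglioblastoma cells stably carrying SNCA 5'UTR luciferase fusion; 0% = DMSO wells and 100% = positive control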
# HSF1 inhib = HSF1 inhibition; activity change, negative = inhibition, % at 7.5 µM (by protocol); NIH3T3-HGL HSE-luciferase, MG132-induced, luminescence 8 h; active compounds read low; actives 0.77% (n = 300,000); AID 2098;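 active means more than half of replicate wells show activity change below -50%, luminescence cut by over half; inconclusive means some wells, but at most half, below -50%; inactive means no replicate well below -50%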;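 further: luciferase reports HSF-1 transcriptional activity via heat shock element; 0% = median of DMSO wells and -100% = zero luminescence signal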
# AI-2 QS mod = modulators of Vibrio harveyi AI-2 quorum sensing system; Vibrio harveyi JMH597 AI-2 luminescence/OD600 ratio, 9 h; active compounds read low; strain lacks LuxN and CqsS sensors; 0 = neutral-control median; AID 2094; activity change, % at 7.5 µM; actives 0.4% (n = 300,000); in the data active means activity change below about -75%, passing the limit was not always enough; inconclusive means no clear call, values can overlap the other calls;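 further: luminescence divided by OD600 gain over 9 h not by final OD600 alone; inactives centre near 13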
# Platelet DG rel = modulates dense granule release in human platelets. actives 0.22% (n = 300,000). inhibition, %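 (compounds screened at 7.5 µM in platelet-rich plasma)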. AID 1663. human platelet-rich plasma, SFLLRN dense granule ATP release, luminescence;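 active means mean replicate score, as percent of positive control, at or above 50; inconclusive means mean below 50 but at least one replicate at or above 50; inactive means mean and every replicate below 50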
# HIF act = HIF pathway transcriptional activation. U2OS HRE-luciferase reporter, luminescence; normalized: DMSO 0%, desferrioxamine 100%. activation, % at 7.5 µM (by protocol). actives 0.32% (n = 300,000). AID 1910;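 active means mean activation of at least 10% of the iron chelator positive control signal, with at least half of replicates also reaching 10%; inconclusive means mean and replicate majority disagree about reaching 10%; inactive means mean and most replicates under 10%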
# HDAC3 inhib = human HDAC3 inhibition | O15379 | recombinant HDAC3, fluorogenic peptide/trypsin coupled, fluorescence | inhibition, % at 8.3 µM | actives 0.15% (n = 320,000) | AID 2718; in the data active means inhibition above about 26%, passing the limit was not always enough; inconclusive means no clear call, values can overlap the other calls
# Target sequence (O15379 whole entry, looked up): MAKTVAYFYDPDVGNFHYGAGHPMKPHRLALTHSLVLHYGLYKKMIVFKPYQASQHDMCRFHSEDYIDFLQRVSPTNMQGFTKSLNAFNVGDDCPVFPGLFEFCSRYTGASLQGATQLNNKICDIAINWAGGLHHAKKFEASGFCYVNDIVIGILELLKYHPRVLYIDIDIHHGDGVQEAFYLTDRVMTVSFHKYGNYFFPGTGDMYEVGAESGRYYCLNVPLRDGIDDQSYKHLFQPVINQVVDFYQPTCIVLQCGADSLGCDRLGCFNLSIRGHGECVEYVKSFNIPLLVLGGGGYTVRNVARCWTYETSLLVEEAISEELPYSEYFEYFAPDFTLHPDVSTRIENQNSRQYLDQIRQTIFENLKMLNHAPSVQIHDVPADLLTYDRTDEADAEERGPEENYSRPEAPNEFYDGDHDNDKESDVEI
# Numbers without * were called inactive; u = inconclusive; x = no result given.
# Start of the data: the first 3 compounds as a preview:
SMILES,KLF5 inhibitor,HSP90 inh,HSF-1 act,IEC-6 cytotox,aSyn 5UTR inh,HSF1 inhib,AI-2 QS mod,Platelet DG rel,HIF act,HDAC3 inhib
CC(CCc1ccco1)NC(=O)Nc1cccc(F)c1 (stereo unspecified),-29,-2,-6,3,-8,-5,11,5,0.3,-2
CCNc1nc(NCC)nc(SCCOC(=O)Nc2ccc(Cl)cc2Cl)n1,4,2,-10,5,30,-5,1,0,0.0,2
CC1(c2ccc3ccccc3c2)NC(=O)N(CC(=O)N2CCN(c3ccccc3O)CC2)C1=O (stereo unspecified),-7,-4,19,0,40,-1,1,1,-0.2,4

# All compounds of this part (from the top)
SMILES,KLF5 inhibitor,HSP90 inh,HSF-1 act,IEC-6 cytotox,aSyn 5UTR inh,HSF1 inhib,AI-2 QS mod,Platelet DG rel,HIF act,HDAC3 inhib
CC(CCc1ccco1)NC(=O)Nc1cccc(F)c1 (stereo unspecified),-29,-2,-6,3,-8,-5,11,5,0.3,-2
CCNc1nc(NCC)nc(SCCOC(=O)Nc2ccc(Cl)cc2Cl)n1,4,2,-10,5,30,-5,1,0,0.0,2
CC1(c2ccc3ccccc3c2)NC(=O)N(CC(=O)N2CCN(c3ccccc3O)CC2)C1=O (stereo unspecified),-7,-4,19,0,40,-1,1,1,-0.2,4
COCCn1c(SCc2cnc(-c3ccccc3)s2)nnc1-c1ccncc1,-12,0,45,-4,-1,22,12,4,0.4,-2
O=C(CCC(=O)N1CCN(c2cccc(Cl)c2)CC1)N1CCN(c2ccccc2)CC1,16,-2,10,3,17,-5,6,0,-24,0
Cc1csc(NC(=O)c2ccco2)c1C(=O)c1ccccc1,-17,-4,1,6,23,-7,16,8,-0.3,10
O=C1CC2(CCN(S(=O)(=O)c3ccccc3)CC2)Oc2ccccc21,x,x,9,x,9,1,5,4,-0.4,-1
O=C(N/N=C/c1cc(Br)ccc1O)c1cccc(N2CCCC2=O)c1,14,1,12,0,68*,1,16,-14,42*,2
Cc1ccc(S(=O)(=O)NC2c3cccc4cccc(c34)C2Sc2nc(C)cc(C)n2)cc1 (stereo unspecified),-5,-1,27,3,-12,3,28,9,-0.2,1
CN1CCN(c2ccccc2NC(=O)COc2ccc(C3CCCCC3)cc2)CC1,-23,2,6,-7,-8,3,25,-1,0.1,10
CCS(=O)(=O)N1CCC(C(=O)NC2CCCCCCC2)CC1,5,1,-14,3,16,2,15,1,-0.4,-1
CCOC(=O)C(C)Sc1nnc(Cn2c(=O)sc3ccccc32)n1-c1ccccc1 (stereo unspecified),2,-3,9,-9,-16,0,33,-11,-0.1,0
O=C(/C=C/c1ccco1)NC(=S)Nc1ccccc1O,-27,9,10,9,-121,4,7,3,1.2,3
CC(NC(=O)C1CC=CCC1C(=O)O)C1CC2CCC1C2 (stereo unspecified),16,1,-8,-2,15,-1,11,2,-0.2,0
Cc1ccc(N)cc1S(=O)(=O)N(C)C,-13,-1,2,-6,21,1,1,3,-0.8,-5
CCS(=O)(=O)N1CCC(C(=O)Oc2ccc(Br)cc2)CC1,7,-1,1,7,-4,0,13,-3,-0.2,-1
CC(=O)c1cccc(NC(=O)Cn2cnc(S(=O)(=O)N3CCCC3)c2)c1,-23,-5,9,-12,6,6,13,0,-0.5,-3
CCOc1ccc(Cl)cc1CSc1ncn[nH]1,-6,0,-7,2,17,-7,10,-3,-0.3,-3
Nc1cc(S(=O)(=O)Nc2cc(Cl)ccc2Cl)ccc1N1CCOCC1,-11,0,-6,0,-3,-6,32,8,-0.8,8
CN1CCN(CCCNC(=O)Cn2ncc3c4ccccc4n(C)c3c2=O)CC1,-28,5,-11,0,10,-4,10,-7,-0.2,-26
CC(=O)OCC1O[C@@H](O[C@@H]2C[C@H]3C(C)(C)[C@H](OC(C)=O)CC[C@]3(C)[C@H]3CC[C@]45C[C@]4(CC[C@H]5[C@@H](C)C[C@@H](O)[C@H](O)C(C)(C)O)[C@@]32C)[C@H](O)[C@@H](O)[C@@H]1O (stereo partly specified),1,-8,17,4,32,5,35,4,-1.2,42*
CC1(C(=O)O)C=CCN1C(=O)c1ccccc1 (stereo unspecified),-10,2,-2,-4,1,-5,18,4,-1.3,-19
COc1cc2c(cc1OC)CN(C(C)C(=O)Nc1ccc(NC(C)=O)cc1)CC2 (stereo unspecified),-7,1,32,-7,-5,10,6,-4,0.1,1
CCOC(=O)c1cccc(S(=O)(=O)N2CCOCC2)c1,-48,1,1,4,17,5,3,-1,-0.1,-5
COc1ccc(N2CCN(C(c3cccs3)C(C)NC(=O)C(=O)N3CCCC3)CC2)cc1 (stereo unspecified),-8,3,-14,0,-23,-4,0,-11,-0.2,5
CC(C)[C@H]1COCCS(=O)(=O)N1Cc1ccccc1,x,x,5,x,-12,-5,33,-13,-9.1,-6
Cc1nn(CC(=O)OCC(=O)NC(C)c2ccccc2)c(C)c1[N+](=O)[O-] (stereo unspecified),-2,-4,18,-7,12,2,15,1,-0.2,1
O=[N+]([O-])c1ccc(Nc2ccc3ccccc3c2)nc1,-78,0,40,1,-168,22,29,-9,2.2,7
C/C(=N/NC(=O)c1ccc2c(c1)OCO2)c1cccc(NC(=O)C(C)(C)C)c1,-27,2,1,2,-26,-4,3,11,1.1,4
COc1ccc2cc3c(N)nn(C(=O)Cc4ccccc4OC)c3nc2c1,2,1,10,0,41,-8,16,-7,0.4,12
CCN(CC)S(=O)(=O)c1cccc(-c2n[nH]c(=S)n2C)c1,-30,3,-19,6,-21,-2,11,12,-0.3,-1
Cc1ccc(Nc2nc(CSc3nnc(-c4ccncc4)n3C)cs2)cc1,-35,5,9,-6,-23,8,36,1,258*,7
COc1n[nH]c2nncnc12,-2,3,-5,3,2,-9,3,3,-0.2,1
COc1ccc(COc2ccsc2C(=O)Nc2ccc(Cl)c(Cl)c2)cc1,-18,3,0,4,-68,-3,-3,-3,0.4,-1
Cn1ccc(NC(=O)Nc2ccc(Cl)cc2)n1,-67,2,20,2,-80,9,34,-18,2.5,0
C/C(=N\NC(=O)CC1N=C(Cc2ccccc2)NNC1=O)c1ccc(C)cc1 (stereo unspecified),4,0,u,-12,-7,19,15,-5,-23,0
O=C(O)c1cccc(NC(=S)N/N=C/c2ccccn2)c1,3,35*,7,-5,37,8,8,-12,-1.1,4
O=C(Nc1nnc(COc2ccc(Cl)cc2)s1)C1CCCO1 (stereo unspecified),-6,0,35,2,3,33,25,-11,0.1,-12
O=C(CSc1ccc(Br)cc1)NC1CCS(=O)(=O)C1 (stereo unspecified),x,x,22,x,10,5,46,-3,-0.6,2
CCOC(=O)c1sc(NC(=O)CSc2nc3c(c(-c4ccc(OC)cc4)c2C#N)CCCC3)c(C#N)c1C,-31,-3,4,-2,15,-11,19,5,0.3,-4
O=C(Nc1ccc(Br)cn1)c1cccc(-c2cc3ccccc3oc2=O)c1,-105,-1,31,-2,-112,24,25,6,1.0,-9
O=C(NNC1=C(C(=O)C(F)(F)F)CCC1)c1cccnc1,-3,2,-5,6,-54,-5,12,3,0.3,22
COc1ccc(OC)c(/C=N/NC(=O)c2cc(-c3ccc(C)o3)nc3ccccc23)c1,-33,4,35,0,-5,-3,4,7,0.1,x
CCOc1ccc(/C=C2\CCCc3c2nc2ccccc2c3C(=O)O)cc1OC,-12,-3,-9,-9,-6,-4,18,-2,0.1,5
O=C1c2ccccc2C(=O)N1CC(=O)N1c2ccccc2CCc2ccccc21,-8,2,9,1,21,5,11,0,-0.5,-5
CN(CCO)S(=O)(=O)c1ccc2c(c1)C(=NNC(N)=O)c1cc(S(=O)(=O)N(C)CCO)ccc1-2,-15,2,14,0,-7,2,14,-4,-0.1,2
O=C(CN1CCN(c2ccccc2)CC1)Nc1cccc([N+](=O)[O-])c1,-18,-9,-2,-7,4,4,-5,-2,-1.3,0
O=C(NC1CC2CCCC(C1)N2Cc1ccco1)NC12CC3CC(CC(C3)C1)C2 (stereo unspecified),-34,3,2,-2,-11,-7,32,-1,-1.0,2
C/C(=N\Nc1ccc(S(=O)(=O)N2CCOCC2)cc1[N+](=O)[O-])C(C)C,-8,2,12,0,-15,4,12,1,0.1,-1
Cc1ccc(NC(=S)N2CCN(C(=O)c3ccccc3)CC2)c(C)c1,3,1,21,4,9,2,-6,-2,0.7,-3
O=C(CC1C(=O)NCCN1Cc1ccccn1)NCCc1ccccc1F (stereo unspecified),3,1,-9,8,-14,1,-2,-9,0.3,1
C/C(=N\NC(=O)c1cccnc1)c1ccc(C)c([N+](=O)[O-])c1,-47,2,-12,0,5,-5,15,15,-1.2,x
COc1cc(/C=N/NC(=O)c2cccnc2)ccc1OCC(=O)Nc1c(C)cc(C)cc1C,-3,3,8,0,-6,2,21,-1,-0.1,1
O=c1oc(-c2cc3ccccc3o2)nc2sc3c(c12)CCCC3,-26,-1,u,0,-29,26,12,3,-35,-1
CC1Cc2ccccc2N1C(=O)CCS(=O)(=O)c1ccc2c(c1)NC(=O)CS2 (stereo unspecified),-40,-1,-8,-4,-2,6,11,0,0.0,3
Cc1ccc(OCc2ccc(C(=O)Nc3nc4ccccc4n3C)o2)c([N+](=O)[O-])c1,1,-5,-7,-4,25,-6,38,-7,0.3,-7
CCOC(=O)Cn1nnnc1C(CC)N(Cc1cc2ccc(C)cc2[nH]c1=O)C1CCCC1 (stereo unspecified),-9,6,69*,1,15,53,1,u,0.1,2
COC(=O)c1cccc(NC(=O)CSc2nc(=O)cc(N)n2-c2ccccc2)c1,-40,3,9,-4,12,10,3,13,-0.7,-9
CCOCCCn1cnc2c([nH]c3cc(OC)ccc32)c1=O,3,2,2,5,-9,-5,23,6,0.7,0
COc1ccc(N2CCN(C(=S)Nc3ccc(C)cc3)CC2)cc1,-8,0,-4,3,2,-1,-1,17,1.1,u

# (list continues)
SMILES,KLF5 inhibitor,HSP90 inh,HSF-1 act,IEC-6 cytotox,aSyn 5UTR inh,HSF1 inhib,AI-2 QS mod,Platelet DG rel,HIF act,HDAC3 inhib
Cn1cc(CNC(=O)C2c3ccccc3Oc3ccccc32)cn1,-19,4,8,-11,-1,-2,-6,-40,-0.3,-10
O=C(COc1ccc(Cl)cc1)NCc1nnc(SCC(=O)NCC2CCCO2)o1 (stereo unspecified),-13,3,5,2,20,6,1,-3,-0.3,-4
Cc1nn(CCC(=O)NNC(=S)Nc2ccc([N+](=O)[O-])cc2)c(C)c1[N+](=O)[O-],-15,2,-19,3,-14,-1,-9,7,0.5,4
COc1ccc(N2Cc3ccccc3C2=NC(=O)c2cncc(Br)c2)cc1,-36,-1,x,12,x,x,-8,9,x,5
S=C(NCc1ccccc1)N1CCN(c2cccc(Cl)c2)CC1,-51,4,-4,0,6,-1,6,-1,-0.2,-8
CCc1ccc(NC(=O)COc2ccc(/C=C(/C#N)c3nc4ccccc4[nH]3)cc2OC)cc1,17,3,-14,10,15,-1,30,6,-1.1,-23
COC(=O)c1c(NC(=O)CSc2ccccc2N)sc(C)c1C,-13,-2,-1,4,8,-2,4,1,0.1,-1
O=C(O)CN(C1CCCCC1)S(=O)(=O)c1ccc(F)cc1,-16,6,-11,-2,13,1,-1,0,-0.5,10

# Bioassay records: PubChem BioAssay, several laboratories
